PriA SSB inh: inhibitors of Klebsiella pneumoniae PriA binding to SSB C-terminal tail, primary screen, biochemical, AlphaScreen; 430,000 tested, 0.6% active; inhibition, % at 33 µM; AID 1272365, 2023; AlphaScreen SSBct-PriA binding, biotinylated peptide; PriA–SSB C-terminal tail interaction (Klebsiella pneumoniae); in the data active = inhibition mostly above about 37%, no sharp cut-off; inactive = mostly below about 20%;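 note: plate controls were negative control peptide for no effect and reference peptide for full effect; strong numbers were not always called active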
Starred values were filed as active, the others as inactive; i = inactive; & = joins results of further samples.

| compound | PriA SSB inh |
| --- | --- |
| Cc1nn(C2CCS(=O)(=O)C2)c2nc(-c3ccco3)cc(C(=O)O)c12 (stereo not drawn) | -2 |
| O=C(NN=Cc1ccc(N2CCOCC2)s1)c1ccccc1Br | 10 |
| CCOc1cc(-c2nnc(NC(=O)c3ccc(Cl)cc3)o2)cc(OCC)c1OCC | 5 |
| O=[N+]([O-])c1ccc(F)c2ncccc12 | 27 |
| O=C(Nc1nc(-c2ccccn2)cs1)c1ccc2c(c1)CCCC2 | 54 |
| CC(NC(=O)C(=O)NN=Cc1ccc([N+](=O)[O-])cc1)c1ccccc1 (stereo not drawn) | -4 |
| COc1ccc([C@H]2CCCCN(C(=O)c3ccc(Br)cc3)C2)cc1 | -6 |
| Cc1nnsc1C(=O)NCCn1ncc2c(N3CCOCC3)ncnc21 | -19 |
| CCCN1CCCc2cc(CCNS(=O)(=O)c3ccc(CC)cc3)ccc21 | 51* |
| Cc1ccc(C(=O)Cn2nc(-c3cccs3)c3sc(N4CCOCC4)nc3c2=O)c(C)c1 | 4 |
| O=C(O)c1cc(-c2cccs2)on1 | -10 |
| COc1ccc(C=NNC(=O)C2C(=O)NCC2c2ccccc2)c(OC)c1 (stereo not drawn) | -7 |
| C=CCN1C(=O)C(C)(C)COc2cc(NC(=O)OC)ccc21 | -7&15 |
| COc1cc(C)c(S(=O)(=O)N2CCN(C(=O)c3ccco3)CC2)cc1C | 5 |
| COc1ccc2ncc(S(=O)(=O)c3ccc(C)cc3)c(NCc3ccc(F)cc3)c2c1 | -9 |
| CCN1C(=O)Cc2cc(NS(=O)(=O)c3ccc(N4CCCCS4(=O)=O)cc3)ccc21 | 13 |
| Cn1cc(S(=O)(=O)N2CCCN(S(=O)(=O)Cc3noc4ccccc34)CC2)cn1 | -12 |
| COc1ccccc1Oc1coc2c3c(ccc2c1=O)OCN(C1CCCC1)C3 | 5 |
| COC(=O)c1ccc2c(=O)n(CCC(=O)N3CCN(c4cccc(C)c4C)CC3)c(=S)[nH]c2c1 | 10 |
| O=C(NCCn1ncc2c(N3CCCC3)ncnc21)C1(c2cccs2)CCCC1 | -3 |
| Cc1cn2c(CCC(=O)Nc3ccc4c(c3)Cc3ccccc3-4)csc2n1 | -7 |
| O=C(Cc1ccc(F)cc1)N1CCN(c2nc(-c3ccsc3)cs2)CC1 | -19 |
| CC(=O)Nc1cccc(NC(=O)C(=O)NCCN2CCN(c3ccccc3)CC2)c1 | -9 |
| Cc1ccc(S(=O)(=O)Nc2ccccc2C(=O)Nc2nc3c(C)ccc(Cl)c3s2)cc1 | -15 |
| COc1ccc(CCS(=O)(=O)Nc2ccc3c(c2)CCC(=O)N3)cc1 | -10 |
| CC(C)(C)NC(=O)NC1CCCC(O)C1 (stereo not drawn) | 7 |
| CC(C)c1ccc(CC(=O)Nc2nc3ccc(F)cc3s2)cc1 | -5 |
| O=C(Cc1csc(Nc2cccc(C(F)(F)F)c2)n1)NCc1ccccn1 | -9&2 |
| O=C(NCc1ccccc1)c1ccc(-c2nc3ccccc3s2)s1 | -18 |
| COc1ccc(C=NNc2c(Cl)cc(Cl)cc2Cl)cc1CN1CCOCC1 | 15 |
| O=C(NC1CCC(Oc2ncc(F)cn2)CC1)C1CCOC1 (stereo not drawn) | -18 |
| CC(C)Sc1nc2c([nH]c3ccccc32)c(=O)n1-c1cccc(Cl)c1 | -20 |
| Cc1ccc(-n2c(=O)[nH]c3c(C(N)=O)nc(-c4cccc(C(F)(F)F)c4)nc32)cc1C | -9 |
| COc1ccc2nc(-c3cccc(NC(=O)C4c5ccccc5Oc5ccccc54)c3)cn2n1 | -1 |
| Cc1ccc(NS(=O)(=O)c2ccc(Cl)s2)cc1N1CCCC1=O | 17 |
| O=C(CSc1ccc(F)cc1)NCCc1nc2c(c(C(F)(F)F)n1)COCC2 | 4 |
| COC(=O)c1c(NC(=O)c2ccc(-c3nc4ccccc4s3)s2)sc2c1CCN(Cc1ccccc1)C2 | -18 |
| CN(C)S(=O)(=O)NC1CCN(c2ccc(C(F)(F)F)cn2)C1 (stereo not drawn) | 7 |
| COc1cccc(C(=O)NN=c2sc3ccccc3n2C)c1 | -20 |
| Cc1ccc(/C=N/NC(=O)C2CC(=O)N(c3ccccc3)C2)o1 (stereo not drawn) | i |
| O=C(Cc1ccc(Br)cc1)NCc1ccccc1-c1ccsc1 | -11 |
| Nc1nc(-c2ccc(Cl)cc2)c(CC(=O)O)s1 | -5 |
| Cc1ccc2nc(C3CN(C(=O)C4(c5cccs5)CCCC4)C3)[nH]c2c1 | -4 |
| O=c1[nH]c2cc3c(cc2c(=O)n1Cc1nc(-c2cccc(Cl)c2)no1)OCO3 | -6 |
| O=C(Cn1nc(-c2ccccc2)c2sc(N3CCCC3)nc2c1=O)Nc1ccc2c(c1)OCO2 | 18 |
| O=C(NCc1cccc(-c2nccs2)c1)c1cc(=O)c2ccccc2o1 | -6 |
| Cc1ccc(S(=O)(=O)N=C(Nc2cc(C)on2)c2ccc(Cl)cc2)cc1 | -14 |
| Cn1ncc2c(Nc3ccccc3)nc(NCCc3ccccc3)nc21 | -8 |
| CCCc1cc(Nc2ccc(NC(C)=O)cc2)n2nc3nc(C)cc(C)c3c2n1 | -6 |
| O=C(NCCOc1ccc(-c2ccc(F)cc2)nn1)c1cc2ccccc2oc1=O | 0 |
| O=C(NCCC(O)c1ccsc1)c1cc(-c2ccccc2)on1 (stereo not drawn) | -11 |
| O=C(NCc1cnn2c1CCCC2)c1cc(C2CC2)on1 | -6 |
| CO[C@@H](CNC(=O)CCS(=O)(=O)c1ccccc1)c1ccccc1C | -5 |
| O=C(NCCn1ccnc1-c1cccnc1)C1(c2ccc(Cl)cc2)CCCC1 | -19 |
| Oc1ccc(Br)cc1C=Nn1cnc2ccccc21 | -28 |
| COC(=O)N1CCc2ccc(NC(=O)N3CCNC3=O)cc2C1 | -19 |
| O=C(Nc1ccccc1)c1c(Br)sc2c1CCCC2 | -39 |
| CC(=O)C(Sc1nnc(NC(=O)Nc2ccc(F)cc2)s1)C(=O)N(C)C (stereo not drawn) | -8 |
| CS(=O)(=O)c1ccc2nc(NC(=O)c3cccc(Br)c3)sc2c1 | -16 |
| CCNc1cc(NCCNC(=O)Nc2ccccc2)nc(C)n1 | 1 |

Remaining list, next part:
| compound | PriA SSB inh |
| --- | --- |
| C/C(O)=C1/C(=O)NC23CCCCC2C1c1ccccc1O3 (stereo not drawn) | -19 |
| COc1cc(C=NNC(=O)C2CC3C=CC2C3)ccc1O (stereo not drawn) | 1 |
| Nc1nonc1-n1nnc(C(=O)NN=Cc2cccc(Cl)c2Cl)c1CN1CCCC1 | 6 |
| O=S(=O)(N=Cc1c(O)ccc2ccccc12)c1ccccc1 | 6 |
| O=C(Nc1nnc(-c2ccccc2Cl)o1)c1ccc(S(=O)(=O)N2CCc3ccccc3C2)cc1 | -12 |
| COc1ccc(Cl)cc1C(=O)NCCNc1ccc(Nc2ccncc2)nn1 | 4 |
| Cc1ccc(C(O)=CC(=O)C(=O)NNC(=O)C(O)(c2ccccc2)c2ccccc2)cc1 | 11 |
| COc1ccc2c(c1)CCCC2=NOC(=O)c1ccccc1F | -9 |
| CCOC(=O)Cc1csc(NC(=O)C2CN(C(C)=O)C2)n1 | 1 |
| N#Cc1ccccc1NC(=O)C(=O)NCc1ccccc1Cl | 6 |
| CCn1c(SCCc2ccccc2)nnc1-c1nnc(SCCc2ccccc2)n1CC | 11 |
| CCc1ccc(N2C(=O)N(c3cccc(C(F)(F)F)c3)C3CS(=O)(=O)CC32)cc1 (stereo not drawn) | -1 |
| Cc1cc(NC(=O)CCS(=O)(=O)c2ccc(Cl)cc2)no1 | -23&-6 |
| O=C(Cn1cccc(-c2nc(-c3ccc(F)cc3)no2)c1=O)NC[C@H]1CCCO1 | -4 |
| O=C1CCCN1Cc1cn(C2CN(S(=O)(=O)c3ccccc3C(F)(F)F)C2)nn1 | -3 |

Grouped by structure, the compounds so far with an NH in an aromatic ring.
| compound | PriA SSB inh |
| --- | --- |
| COC(=O)c1ccc2c(=O)n(CCC(=O)N3CCN(c4cccc(C)c4C)CC3)c(=S)[nH]c2c1 | 10 |
| CC(C)Sc1nc2c([nH]c3ccccc32)c(=O)n1-c1cccc(Cl)c1 | -20 |
| Cc1ccc(-n2c(=O)[nH]c3c(C(N)=O)nc(-c4cccc(C(F)(F)F)c4)nc32)cc1C | -9 |
| Cc1ccc2nc(C3CN(C(=O)C4(c5cccs5)CCCC4)C3)[nH]c2c1 | -4 |
| O=c1[nH]c2cc3c(cc2c(=O)n1Cc1nc(-c2cccc(Cl)c2)no1)OCO3 | -6 |

(continued)
| compound | PriA SSB inh |
| --- | --- |
| COc1ccc(NC(=O)CSc2ccc(-c3ccccn3)nn2)cc1 | 42 |
| Cc1nn(C)c(C)c1CNC(=O)c1ccc(Nc2nn3c(=O)c4ccccc4nc3s2)cc1 | -10 |
| COc1cc(C(=O)Nc2nnc(-c3cc(C)n(C)n3)o2)cc(OC)c1OC | -4 |
| Nc1ncnc(NNC(=O)CNC(=O)c2cccs2)c1[N+](=O)[O-] | -9 |
| COc1ccccc1OCC(=O)Nc1cc(C)nn1-c1nc2c(F)cccc2s1 | -7 |
| CCOc1ccc(CC(=O)NCCc2csc(-c3cccnc3)n2)cc1 | -5 |
| COC(=O)N1SC(=NC(=Nc2ccc(C)cc2)c2ccccc2)N(c2ccc(OC)cc2)C1C(Cl)(Cl)Cl (stereo not drawn) | 14 |
| COc1ccc(NC(=O)NNC(=O)c2ccc(=O)n(Cc3ccc(C)cc3)c2)cc1 | 2 |
| COc1ccc(S(=O)(=O)NCC2(c3ccccc3OC)CCOCC2)cc1F | 1 |
| Cc1nnsc1C(=O)NCCn1ncc2c(N3CCCC3)ncnc21 | -7 |
| CC(=NNC(=O)Cc1ccccc1)c1ccc(C)s1 | -2 |
| Cc1nc(OCC(=O)Nc2nc3ccccc3s2)cc(-n2cccn2)n1 | -7 |
| CCOC(=O)N1CCN(C(=O)CSc2c(-c3ccccc3)[nH]c3ccccc23)CC1 | 8&24 |
| CC(=NOC(=O)c1ccccc1Br)c1ccc(C)cc1 | -17 |
| COc1ccccc1N1CCN(N=C/C=C\c2ccccc2[N+](=O)[O-])CC1 | 48 |
| O=S(=O)(CCc1ccccc1)N=Cc1cc(Br)ccc1O | -9 |
| O=S(=O)(NCc1cccs1)c1cccc(C(F)(F)F)c1 | -27 |
| CCOc1ccccc1C=NNC(=O)c1nnn(-c2nonc2N)c1CN1CCCCCC1 | -2 |
| Cc1ccc(-c2nc(NN=Cc3ccncc3)c3ccccc3n2)cc1 | 9 |
| CC(C)c1csc(NC(=O)C(c2ccccc2)c2ccccc2)n1 | -10 |
| COc1ccc(C=NN2C(C)CCCC2C)cc1OC (stereo not drawn) | -3 |
| COc1ccc(-c2cnc(C(=O)Nc3nc4ccccc4[nH]3)o2)cc1 | -6 |
| Cc1ccc(COC(=O)c2ccc(C3Nc4ccccc4S(=O)(=O)N3)cc2)cc1 (stereo not drawn) | -21 |
| CC1CCCC(C)N1N=Cc1ccccc1C(=O)O (stereo not drawn) | -7 |
| COC(=O)c1ccc2nc(NC(=O)c3cccc(C(F)(F)F)c3)sc2c1 | 1 |
| COc1cc(C(=O)Nc2ccc(Cl)cc2C(=O)c2ccccc2Cl)cc(OC)c1OC | 0&2 |
| O=C(c1ccc(=O)[nH]c1)N1CC(c2nc(-c3cccc(Cl)c3)no2)C1 | -11 |
| CCOc1ccc(NC(c2ccccn2)c2ccc3cccnc3c2O)cc1 (stereo not drawn) | 51 |
| CCN(Cc1cnc2ccccn12)C(=O)c1cccc(N(C)C)c1 | 15 |
| Cc1c(-c2ccccc2)n[nH]c1C(=O)O | 1 |

By substructure, the compounds so far with a nitro group on carbon (four)
| compound | PriA SSB inh |
| --- | --- |
| O=[N+]([O-])c1ccc(F)c2ncccc12 | 27 |
| CC(NC(=O)C(=O)NN=Cc1ccc([N+](=O)[O-])cc1)c1ccccc1 (stereo not drawn) | -4 |
| Nc1ncnc(NNC(=O)CNC(=O)c2cccs2)c1[N+](=O)[O-] | -9 |
| COc1ccccc1N1CCN(N=C/C=C\c2ccccc2[N+](=O)[O-])CC1 | 48 |

(cont.)
| compound | PriA SSB inh |
| --- | --- |
| Cc1c(Cl)cccc1S(=O)(=O)Nc1ccccc1Cc1nc(-c2ccncc2)no1 | -23 |
| Cc1cc2cc(CNC(=O)c3ccc(F)c(F)c3)ccc2[nH]1 | 6 |
| O=C(NCc1c(F)cccc1F)C1CCN(c2ccc(-n3cncn3)nn2)CC1 | -20 |
| C=CCOc1c(Br)cc(C=NNC(=O)Cc2ccc(C(F)(F)F)cc2[N+](=O)[O-])cc1OC | 0 |
| COc1cc(C2NC(=O)N(C)C(O)(C(F)(F)F)C2C(=O)c2ccccc2)ccc1OCc1ccc(Cl)cc1 (stereo not drawn) | -71 |
| COc1ccc2c(Cl)c(C(=O)NN=Cc3ccncc3)sc2c1 | -5 |
| CCc1ccc(S(=O)(=O)N2CCC(Cn3cccn3)CC2)s1 | -5 |
| COc1ccc(C=Nn2c(C)cc(C)cc2=O)cc1 | -4 |
| CCOC(=O)NN=C(C)c1cccs1 | -14 |
| O=C(CSc1ccc(NC(=O)c2cccc(F)c2)nn1)NCCc1ccccc1 | -6 |
| CCC(C(=O)N1C2CCC1CN(Cc1ccccc1)C2)c1ccccc1 (stereo not drawn) | -6 |
| CCCCCn1c(SCC(=O)OCC)nc2cc(C(=O)NCCC3=CCCCC3)ccc2c1=O | -6&3 |
| O=C(OCc1cc(-c2cccs2)on1)C(=O)c1c[nH]c2ccccc12 | 8 |
| O=C(CCSc1ccccc1)NCCOc1ccccc1 | -25&-9 |
| COc1ccc2c(c1)CCCC2(O)CNC(=O)c1cc(-c2ccco2)on1 (stereo not drawn) | -4 |
| O=C(Nc1sccc1-c1nc(C2CC2)no1)c1cnn(-c2ccccc2)n1 | -9 |
| FC(F)(F)Oc1ccc(NCc2nnc(-c3ccccc3)o2)cc1 | -2 |
| CCOc1ccc(-c2nc(COC(=O)c3nnn(-c4ccc(Cl)cc4)c3C)c(C)o2)cc1OC | -1 |
| O=S(=O)(/C=C/c1ccccc1)N1CCN(c2ccccn2)CC1 | 1 |
| O=C(Nc1cc(C(F)(F)F)ccc1Cl)c1cccc2[nH]ccc12 | -28 |
| Cc1ccccc1CCC(=O)O | -1 |
| BrCc1cccc2cccnc12 | 19 |
| COc1ccc(-n2nnc(C(=O)OCc3cc(C)ccc3C)c2C)cc1 | -9 |

This is a subset, so the mix of outcomes need not match the whole.
